# Platelet DG rel = modulates dense granule release in human platelets. 300,000 tested, 0.22% active. inhibition, %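 (compounds screened at 7.5 µM in platelet-rich plasma)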. human platelet-rich plasma, SFLLRN dense granule ATP release, luminescence;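 active = mean replicate score, as percent of positive control, at or above 50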
# GSK3 alpha inh = blocks human GSK-3 alpha kinase | ADP-Glo luminescence, 60 min | inhibition, % at 10 µM | 320,000 tested, 0.1% active | AID 2650;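 in the data active = inhibition above about 50%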;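 also: GST-tagged GSK-3 alpha with peptide substrate and 25 µM ATP; 0% = DMSO neutral wells and 100% = GW8510 positive control wells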
# Target sequence (P49840 whole entry, looked up): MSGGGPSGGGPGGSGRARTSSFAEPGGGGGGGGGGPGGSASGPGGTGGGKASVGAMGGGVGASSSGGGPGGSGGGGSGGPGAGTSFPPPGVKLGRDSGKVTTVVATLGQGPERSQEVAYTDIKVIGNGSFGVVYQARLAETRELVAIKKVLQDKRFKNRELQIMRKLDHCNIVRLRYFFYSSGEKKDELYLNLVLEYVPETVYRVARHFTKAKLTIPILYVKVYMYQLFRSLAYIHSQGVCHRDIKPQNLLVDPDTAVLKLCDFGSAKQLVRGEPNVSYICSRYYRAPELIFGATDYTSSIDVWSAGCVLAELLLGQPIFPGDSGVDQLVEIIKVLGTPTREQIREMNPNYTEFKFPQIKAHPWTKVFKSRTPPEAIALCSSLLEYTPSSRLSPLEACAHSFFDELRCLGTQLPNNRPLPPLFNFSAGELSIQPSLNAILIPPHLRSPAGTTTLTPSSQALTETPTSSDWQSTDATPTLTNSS
# GSK3B inh = inhibitors of human GSK3beta kinase; activity score (negative = inhibition), % at 10 µM; 300,000 tested, 0.038% active; P49841; AID 2097; GST-GSK3beta kinase, ADP-Glo luminescence, 60 min; active compounds read low;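 active = more than half of replicate wells score below -50%, meaning over 50% inhibition versus plate controls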;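 also: 0% = median DMSO wells and -100% = median GW8510 positive control wells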
# Target sequence (P49841 whole entry, looked up): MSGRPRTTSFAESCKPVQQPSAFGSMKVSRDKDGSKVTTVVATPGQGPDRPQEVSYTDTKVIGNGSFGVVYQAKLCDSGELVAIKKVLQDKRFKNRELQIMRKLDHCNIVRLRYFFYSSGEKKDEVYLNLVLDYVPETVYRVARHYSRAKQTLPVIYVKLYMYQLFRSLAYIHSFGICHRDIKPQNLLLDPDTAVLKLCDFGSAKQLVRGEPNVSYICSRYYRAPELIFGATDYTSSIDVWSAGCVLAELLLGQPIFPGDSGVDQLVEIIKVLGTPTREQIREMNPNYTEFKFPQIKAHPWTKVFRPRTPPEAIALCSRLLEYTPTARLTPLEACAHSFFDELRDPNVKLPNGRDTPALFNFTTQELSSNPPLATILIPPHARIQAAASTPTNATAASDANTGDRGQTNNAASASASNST
#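 Test system: GST-tagged human GSK3beta kinase, cell-free; evaluation: activity score scaled between in-plate DMSO and GW8510 controls; measured by: ADP-Glo luminescence; incubation: 60 min reaction, RT; benchmarks: DMSO and 20 µM GW8510; reagent: peptide substrate plus 25 µM ATP (final); medium: Tris/MgCl2 kinase buffer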
# KLF5 inh = kruppel-like factor 5 inhibition | 290,000 tested, 0.23% active | DLD-1 KLF5 promoter-luciferase reporter, luminescence | inhibition, % at 5 µM;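 active = inhibition above a per-plate limit of that plate's mean compound inhibition plus 3 SD, cut at about 60% in these data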;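 also: 0% = DMSO wells and 100% = LY294002 at 200 µM; higher means less KLF5 promoter-driven luciferase light; inactives centre near -14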
# aSyn 5UTR inh = MLPCN primary screen, SNCA 5' untranslated region; AID 1813; 300,000 tested, 0.82% active; alpha-synuclein 5'UTR reporter, inhibitor activity; inhibition, % (tested at 7.5 µM); in the data active = inhibition above about 60%;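 also: H4 neuroglioblastoma cells stably carrying SNCA 5'UTR luciferase fusion; 0% = DMSO wells and 100% = positive control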
# HSP90 inh = HSP90 refolding inhibition in rabbit reticulocyte lysate; luciferase refolding luminescence, 3 h; inhibition, % at 5.6 µM; 290,000 tested, 0.91% active;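 active = inhibition above the screen-wide mean plus 3 SD, computed separately per campaign, cut at about 16% in these data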;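 also: 0% = DMSO wells and 100% = 60 µM geldanamycin wells; inhibitors lower the luminescence because luciferase stays unfolded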
# HSF1 activator = increases HSF-1 driven luciferase reporter signal; 300,000 tested, 1.7% active; AID 504408; NIH3T3-HGL HSF-1 luciferase reporter, MG132, 8 h; 100% = twice DMSO control signal; activation, % at 9 µM;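 active = mean replicate activation of at least 50% with a set share of replicates each reaching 50%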;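 also: 0% = median of the neutral control wells and 100% = twice that signal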
# HSF1 inhib = HSF1 inhibition | 300,000 tested, 0.77% active | AID 2098 | activity change, negative = inhibition, % at 7.5 µM (by protocol) | NIH3T3-HGL HSE-luciferase, MG132-induced, luminescence 8 h; active compounds read low;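 active = more than half of replicate wells show activity change below -50%, luminescence cut by over half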;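 also: luciferase reports HSF-1 transcriptional activity via heat shock element; 0% = median of DMSO wells and -100% = zero luminescence signal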
# Dyrk1A ADPGlo = Dyrk1A (rat) kinase inhibition; inhibition, % at 12.5 µM; Q63470; AID 504441; 310,000 tested, 0.43% active; ADP-Glo luminescence, NFATc1 peptide; in the data active = inhibition above about 50%;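 also: plate controls were vehicle with enzyme for no effect and no enzyme for full effect; many of its hits are not listed in these tables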
# IEC-6 cytotox = IEC-6 cytotoxicity, counter-screen for KLF5 inhibitors | 290,000 tested, 0.78% active | AID 1825 | inhibition, % at 5 µM | luminescence viability; in the data active = inhibition above about 22%;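 also: 0% = plate median of test compound wells and 100% = cytotoxic reference compound wells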
# * hit, by the source's call; nt = not tested or not shown. This is a subset (hit frequency here may not be typical).
SMILES,Platelet DG rel,GSK3 alpha inh,GSK3B inh,KLF5 inh,aSyn 5UTR inh,HSP90 inh,HSF1 activator,HSF1 inhib,Dyrk1A ADPGlo,IEC-6 cytotox
CN(CC(=O)NCc1cccs1)S(=O)(=O)c1cccc2cccnc12,-5.9,-1.7,1.0,8.2,-8.6,0.9,-4.2,-4.0,3.0,10.9
CCCCC(=O)Nc1nc2c(OC)cc([N+](=O)[O-])cc2s1,8.7,0.0,0.3,-21.3,-4.1,0.3,-2.3,-4.4,-1.9,-2.5
CC1(C)CC(CC(=O)NNc2nc(-c3ccccc3)cs2)C(=O)O1 (stereo unspecified),-15.3,-0.1,1.3,2.8,-13.4,-0.8,9.8,3.3,-5.6,3.6
CCOc1ccc(NC(=O)CN(C)C(=O)c2c(C)nn(-c3ccccc3)c2Cl)cc1OCC,-1.7,-0.3,1.3,nt,10.3,nt,-4.6,-2.0,4.5,nt
C[C@@H]1[C@H]2[C@@H](O[C@@H]3O[C@H](CO)[C@@H](O)[C@H](O)[C@H]3O)OC=C(C(=O)O)[C@H]2C[C@@H]1O,-4.9,-0.9,2.0,nt,23.4,nt,1.6,-8.0,-6.9,nt
O=C(CSc1nnc(CNC(=O)c2ccco2)o1)c1ccc(Cl)cc1,-0.7,-19.3,1.4,-27.8,12.2,-3.9,-7.3,-12.0,4.0,-18.5
O=C(COC(=O)C12CC3CC(CC(Br)(C3)C1)C2)Nc1cccnc1Cl,2.1,2.5,-2.5,-1.2,-15.2,-1.1,-10.7,-0.7,3.6,1.0
COc1cc(CN2CCCC(C(=O)Nc3cccc(-n4cccn4)c3)C2)ccc1F (stereo unspecified),-2.3,0.5,1.6,-30.1,16.4,-0.1,10.0,1.2,-3.0,0.1
O=C(CSc1nc(C2CCCCC2)nc2ccccc12)NCc1ccco1,-6.2,0.6,-3.7,-12.3,-11.9,-0.3,59.3*,36.9,-4.6,-0.3
COC(=O)N/N=C1\CCCc2ccccc21,35.0,-1.6,-1.4,-39.6,-28.0,-6.3,-6.2,-10.4,-1.0,-2.1
COC(=O)CCCC1=CC2=CC(=O)C(C)(OC(=O)c3cccs3)C(=O)C2=CN1CC(C)C (stereo unspecified),-5.4,nt,0.6,nt,20.6,nt,-33.7,-18.1,-2.5,nt
CCC(=O)Nc1cc(-c2nc3ncccc3o2)ccc1Cl,1.1,-1.9,-9.6,0.1,-10.6,2.6,3.9,-0.4,-2.1,2.6
Cc1c(OCC(=O)N2CCC(C(N)=O)CC2)ccc2c3c(c(=O)oc12)CCCC3,1.0,-1.9,1.7,-13.5,-24.7,-3.4,-7.0,0.4,1.8,1.2
CCC1(c2ccc(Cl)cc2)NC(=S)N(c2ccc(C)cc2)N1 (stereo unspecified),5.7,-1.3,1.3,-21.4,-307.7,-0.7,60.7*,28.0,-6.1,-0.9
CCCCNC(NCCCC)=C(S(=O)(=O)CC)S(=O)(=O)CC,-1.4,-0.9,-3.6,10.5,6.2,1.6,-0.1,-15.4,-5.0,-5.4
CCc1ccccc1NC(=O)CSc1nc2c(c(-c3ccco3)c1C#N)CCCC2,-5.5,-0.2,0.4,15.8,4.0,0.1,3.3,6.0,2.9,-1.2
CCOC(=O)c1c(NC(=O)Cn2cc([N+](=O)[O-])cn2)sc2c1CCC2,4.0,-1.5,1.9,15.8,28.5,2.4,-4.0,3.4,-3.9,-0.5
Cc1ccccc1NS(=O)(=O)c1cc(C(=O)Nc2cccc([N+](=O)[O-])c2)ccc1C,7.0,-0.2,-3.1,-10.9,32.5,0.2,6.9,-2.1,-2.7,-1.8
CCCCc1cc(=O)oc2cc(OCC(=O)NCC3CCC(C(=O)O)CC3)ccc12 (stereo unspecified),-1.9,3.6,3.0,-4.2,15.8,0.2,-0.6,-2.8,9.0,2.6
CC1=C(C(=O)Nc2ccccc2)C(c2ccco2)C(C#N)=C(SCC(=O)Nc2cccc(C)c2C)N1 (stereo unspecified),-0.7,1.8,2.8,-16.5,16.2,0.6,-0.1,4.5,nt,-3.0
COc1ccc(-c2nc(C#N)c(N3CCCCCC3)o2)cc1OC,2.7,0.2,0.1,-23.4,10.1,-3.3,-6.9,2.7,-6.5,-3.6
NC(=O)c1ccccc1NC(=O)COc1ccc2c(c1)OCO2,-8.1,-2.0,-3.5,-149.4,-87.2,-0.3,46.0,19.2,4.0,3.9
CC1(C)O[C@H]2OC([C@H](O)CON3C(=O)c4ccccc4C3=O)[C@H](O)[C@H]2O1 (stereo partly specified),nt,-0.5,nt,4.7,nt,-4.6,nt,nt,nt,3.2
Cc1cccc(S(=O)(=O)Nc2cccc(-c3cn4ccsc4n3)c2)c1,-40.3,-3.1,6.5,0.8,6.8,0.3,-4.9,7.3,8.2,-4.6
COC(C(=O)Nc1ccnn1C1CCN(Cc2cccc(C)n2)CC1)c1ccccc1 (stereo unspecified),1.4,0.2,-0.5,-4.2,-1.4,-7.2,1.5,-1.7,-2.4,-6.9
CSc1nc2c(cc1C#N)C(=O)CC(C)(C)C2,0.5,0.4,-1.3,-0.1,15.3,-1.5,2.4,-8.2,-3.4,2.3
O=C(CSc1nc2cc(Cl)ccc2s1)Nc1cccc(S(=O)(=O)N2CCOCC2)c1,-0.1,0.0,1.7,-16.4,17.8,3.5,-63.4,-54.1*,-4.4,2.3
CN(CC(=O)Nc1cccc(S(=O)(=O)N2CCOCC2)c1)CC(=O)Nc1ccc(Cl)c(C(F)(F)F)c1,-0.5,0.3,-3.3,nt,-7.9,nt,-13.9,1.5,10.3,nt
CCN(CC)S(=O)(=O)c1cccc(C(=O)N[C@H](C(=O)Nc2nc3ccccc3s2)C(C)C)c1,18.3,-0.6,-19.2,-20.6,-50.6,-0.2,46.2,19.4,-0.7,-1.6
N#Cc1c(NC2CCCCC2)nc(-c2ccco2)c2c1CCCC2,-0.8,0.2,0.9,-4.5,-8.2,1.8,-3.4,-7.0,6.0,-1.0
COc1cc(C)nc(NS(=O)(=O)c2ccccc2)n1,8.1,-3.3,0.7,-41.6,-16.5,2.3,0.1,2.8,-8.3,2.7
CC(=O)Nc1cccc(C(=O)NCCc2ccco2)c1,12.9,-0.7,-2.7,-64.5,-75.7,3.2,7.8,8.9,-5.5,3.8
CCOC(=O)C1=C(C(F)(F)F)Nc2ncnn2C1c1ccc(OC)cc1OC (stereo unspecified),-29.6,-3.2,-8.8,-15.9,17.6,-1.8,1.0,9.8,-2.3,-6.9
Cc1nc(NC(=O)c2ccccc2)sc1-c1csc(NCCc2ccccc2)n1,-6.0,1.8,3.6,-38.3,-49.6,41.8*,16.4,10.7,-0.8,4.6
COc1cc(/C=C2/C(=O)N=C(N)N2C)cc(OC)c1OC,-4.3,1.6,0.2,-13.1,8.9,0.3,1.3,-2.1,-2.6,1.2
C=CCn1c(/N=C/c2ccc(N(C)C)cc2)nc2ccccc21,1.1,-1.0,-2.8,2.4,3.8,-3.3,10.2,-4.3,0.7,-4.6
CCOc1ccccc1N(C)C(=O)CCS(=O)(=O)c1ccc2c(c1)NC(=O)CO2,12.8,-3.8,-0.1,-30.9,-20.2,1.0,-4.0,-5.1,-2.5,3.4
COc1ccc(/C=C/C(=O)NNC(=O)c2cc(C)oc2C)cc1,3.7,-1.5,-0.2,nt,7.7,nt,2.3,-2.3,18.5,nt
O=C(CN1CCCC1)NCc1ccccc1,2.8,-1.6,-3.3,-16.1,6.3,2.6,-7.3,-10.0,2.2,-0.7
O=C(NNC1=NCCC1)c1ccc(Br)cc1,-11.4,-2.1,2.4,-20.3,-17.7,3.4,-23.6,2.0,-1.2,0.3

# Reprinted from the part before: 2 entries; new compounds follow.
SMILES,Platelet DG rel,GSK3 alpha inh,GSK3B inh,KLF5 inh,aSyn 5UTR inh,HSP90 inh,HSF1 activator,HSF1 inhib,Dyrk1A ADPGlo,IEC-6 cytotox
O=C(CN1CCCC1)NCc1ccccc1,2.8,-1.6,-3.3,-16.1,6.3,2.6,-7.3,-10.0,2.2,-0.7
O=C(NNC1=NCCC1)c1ccc(Br)cc1,-11.4,-2.1,2.4,-20.3,-17.7,3.4,-23.6,2.0,-1.2,0.3
CC1=C[C@H]2Cc3cc(C)cc(C)c3S(=O)(=O)[C@@H]2C=C1,8.4,0.4,-1.4,-18.1,-10.5,0.7,-7.5,-4.6,-6.0,-2.2
Cn1c(N2C(=O)CC(Cc3ccccc3)C2=O)nc2ccccc21 (stereo unspecified),-1.0,-3.1,-1.9,-22.0,22.7,-1.2,-7.0,-0.8,1.1,3.9
COc1ccc(NC(=O)CCNS(=O)(=O)c2ccc3c(c2)CC(C)N3C(C)=O)cc1 (stereo unspecified),-8.7,-0.4,-2.6,-22.0,-1.5,1.4,-0.9,-1.6,5.2,-4.2
CCCC1(CCC)NC(=O)NC1=O,2.2,-1.4,2.1,8.3,-0.4,-2.4,-11.2,1.1,-3.6,1.2
CC1CN(S(=O)(=O)Cc2ccccc2)CC(C)O1 (stereo unspecified),-7.4,0.9,2.7,15.5,-17.7,-0.6,5.2,4.1,-2.8,-3.7
CCOC(=O)c1sc2nc(N3CCOCC3)c3c(c2c1N)CC(C)(C)N(C)C3,8.7,0.6,1.0,-12.9,-4.4,-0.1,13.2,2.7,7.2,7.5
Cc1ccc(-n2cccn2)cc1,2.6,1.5,-2.9,-26.4,-5.3,-1.8,4.9,3.7,3.7,2.1
Cc1c(NC(=O)C(C)Sc2ncnc3ccccc23)c(=O)n(-c2ccccc2)n1C (stereo unspecified),-1.9,0.7,1.0,-8.6,-48.8,1.2,-13.7,-3.4,-6.1,-4.6
Cc1cn(Cc2ccccc2)c(=O)[nH]c1=O,8.9,-4.1,-1.0,-36.6,-2.4,-1.0,-3.1,3.9,3.5,-1.8
O=C1CCCC(O)=C1N=Nc1cccc(C(=O)O)c1,-7.5,-3.3,-5.1,-42.4,-7.3,1.6,1.8,-6.5,-52.3,-0.6
COc1ccc2c(c1OC)C(=O)N1C2SC(C)(C)[C@H]1C(=O)NC1CC1 (stereo partly specified),4.5,-1.1,0.2,-12.7,9.1,0.0,1.4,5.0,-1.8,3.6
c1cnc(N2CCN(Cc3c[nH]c4ccccc34)CC2)nc1,3.7,-0.4,7.0,-3.1,-0.6,-0.1,2.1,0.4,5.0,-9.8
CC(C)Cn1c(O)c2ccc(C(=O)N=NC(=O)c3cccnc3)cc2c1O,0.0,0.8,3.8,8.6,5.2,0.1,-7.0,-5.6,nt,4.8
O=C(CNC(=O)c1ccccc1)N/N=C/c1cccs1,-4.4,0.5,-3.3,-8.5,3.5,2.1,-14.6,4.6,-1.2,-3.0
Cc1cc(C)c(OCC(=O)Nc2ccc(S(=O)(=O)N3CCOCC3)cc2)c(C)c1,25.2,-2.1,3.1,-15.9,0.6,1.7,-2.5,-14.2,4.9,-3.8
O=C(CSc1ccc2ccccc2n1)c1ccccc1,5.2,-0.9,2.1,-35.6,-125.5,-0.9,23.2,13.7,-0.1,14.2
COc1ccc(NC(=O)CSc2nnc(Cc3cccn3C)n2-c2ccc(C)cc2)cc1OC,1.2,0.9,2.1,-9.3,-7.1,-0.6,1.1,-11.8,2.3,-2.6
